IL-1B inflam inh: inflammasome signaling inhibition, IL-1 beta readout | THP-1 LPS/ATP IL-1B secretion, AlphaLISA, 16 h; stronger effect = lower value | activity change, % at 57.5 µM | 360,000 compounds, 4.7% hits; in the data active = activity change below about -50%; inconclusive = mostly about -30% to -49%; also: % is scaled to controls: 0 for no effect and ±100 for the full control effect
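Secreted IL-1B measured by AlphaLISA bead assay after 16 h compound exposure of THP-1 cells; compounds (final up to 57.5 uM) added 1 h before LPS (250 ng/mL) and ATP (1.25 mM) stimulation; lower signal means less secretion.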
KB-3-1 cytotox: KB-3-1 parental cell cytotoxicity | KB-3-1 viability, CellTiter-Glo ATP luminescence, 72 h | Potency, µM (doses to about 46.1 µM), for the others: at the highest dose activity change, negative = cytotoxic, usual class: cytotoxic | 400,000 compounds, 1.4% hits | AID 1347075; also: potency is read from the fitted curve at half-maximal effect; % is scaled to controls: 0 for no effect and ±100 for the full control effect; nearly all actives have a fitted effect of over 60% in size
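Viability of parental KB-3-1 cells, measured by CellTiter-Glo luminescence, followed a 72 h incubation at 37 °C with pinned compounds in phenol-red-free DMEM containing 10% FBS.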
HT1080 IDH1KD tx: HT-1080 IDH1 knockdown cell toxicity (counter line) | HT-1080 IDH1 knockdown viability, ATP luminescence, 48 h | Potency, µM (series often up to 46.1 µM), for the others: at the highest dose activity, negative = toxicity, actives largely listed as cytotoxic | 360,000 compounds, 2% hits | AID 686971;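 also: potency is read from the fitted curve at half-maximal effect; 0% = DMSO wells and -100% = cell-free medium wells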
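Knockdown cells (IDH1KD HT-1080) received compounds 2 h after plating at 750 cells/well and were kept 48 h at 37 °C in 5% FBS RPMI. A CellTiter-Glo luminescence read gave % activity for curve fitting.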
ATXN2 expr inh: inhibitors of ATXN2 expression; AID 1745845; Potency, µM (series often up to 57 µM), for inactives: at the top dose activity change, negative = inhibition, most hits filed as inhibitors; 360,000 compounds, 0.72% hits; HEK-293 ATXN2-luciferase reporter, luminescence, 24 h; also: potency is read from the fitted curve at half-maximal effect; % is scaled to controls: 0 for no effect and ±100 for the full control effect; nearly all actives have a fitted effect of over 55% in size
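ATXN2-luciferase reporter cells (luciferase flanked by upstream and downstream ATXN2 gene portions) were treated 24 h at 37 °C with compounds at up to 57 uM. SteadyGlo luminescence gave expression; GF-AFC fluorescence gave viability.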
MCF10A rerep: inducers of DNA re-replication in MCF 10A breast cells | MCF 10A DNA re-replication, Hoechst nuclear intensity, 48 h | Potency, µM (titrated, usually from 46.1 µM), for inactives: at the top dose activity, positive = re-replication, usual class: activators | 350,000 compounds, 2.9% hits | AID 624296; also: potency is read from the fitted curve at half-maximal effect; % of control where 0% means no effect; nearly all actives have a fitted effect of over 50% in size
KB-V1 MDR tox: kills drug-selected multidrug resistant KB-V1 cells. KB-V1 MDR cells viability, CellTiter-Glo, 72 h. Potency, µM (doses to about 46.1 µM), for inactives: top-dose activity change, negative = cytotoxicity, most hits filed as cytotoxic. 400,000 compounds, 3.4% hits. AID 1347076; also: potency is read from the fitted curve at half-maximal effect; % is scaled to controls: 0 for no effect and ±100 for the full control effect; nearly all actives have a fitted effect of over 60% in size
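Cells of the MDR subline KB-V1 are plated, dosed with compound at multiple concentrations, and incubated 72 h at 37 degrees C; CellTiter-Glo is then added and luminescence read after 10 min.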
SW480 rerep: DNA re-replication induction in SW480 cells; Potency, µM (top dose mostly 46.1 µM), inactives show top-dose re-replication activation, usual class: activators; 340,000 compounds, 1.8% hits; SW480 DNA re-replication, Hoechst DNA content imaging, 48 h; also: potency is read from the fitted curve at half-maximal effect; % of control where 0% means no effect; nearly all actives have a fitted effect of over 55% in size
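Treated cells incubate 48 hr (37 C, 5% CO2), are stained 40 min with Hoechst, and nuclear fluorescence is enumerated; a rise in nuclei with high DNA signal marks re-replication.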
WRN helicase inh: inhibitors of human WRN helicase | WRN helicase unwinding, fluorescent forked duplex, kinetic | 360,000 compounds, 0.46% hits | Potency, µM (doses to about 114 µM), without a hit: at the top dose activity change, negative = inhibition, usual class: inhibitors | Q14191; also: potency is read from the fitted curve at half-maximal effect; % is scaled to controls: 0 for no effect and ±100 for the full control effect; nearly all actives have a fitted effect of over 55% in size
Target sequence (Q14191 whole entry, looked up): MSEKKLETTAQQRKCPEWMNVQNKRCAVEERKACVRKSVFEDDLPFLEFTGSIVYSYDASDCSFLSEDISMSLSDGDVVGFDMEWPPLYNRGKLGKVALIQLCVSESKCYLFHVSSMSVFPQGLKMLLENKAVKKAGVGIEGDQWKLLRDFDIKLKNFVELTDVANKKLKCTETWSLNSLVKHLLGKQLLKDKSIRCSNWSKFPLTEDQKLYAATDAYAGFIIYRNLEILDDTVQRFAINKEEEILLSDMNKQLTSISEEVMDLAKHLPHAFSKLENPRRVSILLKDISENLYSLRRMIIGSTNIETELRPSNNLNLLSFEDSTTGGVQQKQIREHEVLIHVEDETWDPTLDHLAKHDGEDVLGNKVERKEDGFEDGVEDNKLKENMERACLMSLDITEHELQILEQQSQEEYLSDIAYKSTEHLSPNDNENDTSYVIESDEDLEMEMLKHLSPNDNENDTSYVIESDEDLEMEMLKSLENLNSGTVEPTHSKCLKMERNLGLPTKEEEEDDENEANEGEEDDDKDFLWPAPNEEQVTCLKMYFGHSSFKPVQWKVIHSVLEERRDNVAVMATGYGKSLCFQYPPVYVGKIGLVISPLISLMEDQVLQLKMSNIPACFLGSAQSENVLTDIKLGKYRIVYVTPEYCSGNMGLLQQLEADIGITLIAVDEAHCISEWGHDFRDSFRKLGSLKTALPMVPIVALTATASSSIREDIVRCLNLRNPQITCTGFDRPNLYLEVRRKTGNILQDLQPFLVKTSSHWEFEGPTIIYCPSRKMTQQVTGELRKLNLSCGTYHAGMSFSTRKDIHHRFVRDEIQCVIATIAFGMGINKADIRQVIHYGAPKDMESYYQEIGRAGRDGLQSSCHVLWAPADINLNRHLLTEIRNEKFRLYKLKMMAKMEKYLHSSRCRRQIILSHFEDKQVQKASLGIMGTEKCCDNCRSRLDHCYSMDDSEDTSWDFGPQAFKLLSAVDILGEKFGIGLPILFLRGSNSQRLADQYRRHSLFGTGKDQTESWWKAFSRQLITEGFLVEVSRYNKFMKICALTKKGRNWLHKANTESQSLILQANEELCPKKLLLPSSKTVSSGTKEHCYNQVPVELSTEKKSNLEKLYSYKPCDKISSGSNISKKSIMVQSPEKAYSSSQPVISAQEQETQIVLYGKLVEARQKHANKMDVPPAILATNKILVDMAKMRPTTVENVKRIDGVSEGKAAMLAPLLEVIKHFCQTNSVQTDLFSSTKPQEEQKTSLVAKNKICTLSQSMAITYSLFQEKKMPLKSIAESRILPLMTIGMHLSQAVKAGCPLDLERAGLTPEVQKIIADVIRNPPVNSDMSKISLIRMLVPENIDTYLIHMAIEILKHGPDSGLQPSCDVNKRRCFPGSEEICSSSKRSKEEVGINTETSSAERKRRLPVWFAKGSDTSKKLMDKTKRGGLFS
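Screening of the MLSMR collection measured strand separation of a quenched forked DNA duplex (100 nM) by 20 nM WRN with 2 mM ATP, all final. Compounds were preincubated with enzyme 15 min at room temperature.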
HT1080-NT tox: kills 2HG-producing HT-1080-NT fibrosarcoma cells. HT-1080-NT fibrosarcoma viability, CellTiter-Glo ATP luminescence, 48 h. Potency, µM (series often up to 46.1 µM), for the others: top-dose activity, negative = less viability, hits mostly cytotoxic. 360,000 compounds, 1.6% hits. AID 686970;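 also: NT is the 2HG producing partner of a matched IDH1 knockdown line; potency is read from the fitted curve at half-maximal effect; 0% = DMSO-treated cells and -100% = media-only wells without cells; nearly all actives have a fitted effect of over 55% in size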
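HT-1080-NT fibrosarcoma cells (2HG-overproducing), 750 cells/well in RPMI with 5% FBS, dosed after 2 h and incubated 48 h at 37C. CellTiter-Glo luminescence normalized to DMSO and no-cell wells; concentration-response curves fitted and classed.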
* = called active by the depositor; u = inconclusive; x = no result given; [ ] = another dose, or the depositor's remark. Unless noted, calls follow the shape of the dose curve; as a rule, active = well fitted curve in the direction sought with a large enough effect; inconclusive = small, poorly fitted or top-dose-only effect, or another doubt; inactive = no such curve, though single readings can be large; an effect the other way counts as inactive or inconclusive.

SMILES	IL-1B inflam inh	KB-3-1 cytotox	HT1080 IDH1KD tx	ATXN2 expr inh	MCF10A rerep	KB-V1 MDR tox	SW480 rerep	WRN helicase inh	HT1080-NT tox
COc1ccc(CNC(=O)CNC(=O)c2c(C)nn(C)c2Cl)cc1	4	-2%	0%	-4%	3%	0%	-12%	-5%	6%
Cc1cccc(C(=O)NCC(=O)OCC(=O)c2cc(C)n(CC3CCCO3)c2C)c1 (centres undefined)	17	16%	10%	-2%	-1%	-3%	-6%	6%	14%
CC(C)(C)OC(=O)C[C@H]1C/C=C\C[C@@H](CC(=O)N[C@H](CO)Cc2ccccc2)C(=O)NC[C@H](c2ccccc2)OC1=O	-3	9%	3%	-6%	-15%	5%	-9%	7%	8%
Nc1cc(C(=O)OCC(=O)c2ccc(CC(=O)N3CCOCC3)s2)ccc1Cl	9	3%	8%	6%	-2%	0%	-19%	-28%	3%[9.24 µM]
CCOC(=O)C1(CC2CCCCO2)CCN(C(=O)Nc2ccccc2CC)CC1 (centres undefined)	6	-14%	u	0%	-5%	-5%	-5%	-1%	21%
COc1ccccc1NC(=O)c1ccc(N2CC3CC(C2)c2cccc(=O)n2C3)c(NC(=O)c2ccncc2)c1 (centres undefined)	-13	-1%	-2%	x	1%	2%	2%	8%	7%
Cc1ccc(CNC(=O)CCNC(=O)c2ccc(Br)o2)cc1	1	10%	2%	-18%	-23%	6%	-1%	3%	11%
O=C(Cc1ccc(S(=O)(=O)N2CCOCC2)s1)N(Cc1ccccc1)c1ccccc1	-7	u	5%	-6%	u	-25%	0%	-36%	4%
Cc1ccc(NC(=O)CC2Oc3ccccc3NC2=O)c(C)c1 (centres undefined)	3	5%	3%	0%	-11%	-4%	2%	2%	2%
Cc1cc(C)c(S(=O)(=O)Nc2ccc3c(c2)CCC3)c(C)c1	u	0%	u	u	u	u	u	-11%	23µM*
O=C(CSCc1cccc(Br)c1)N=Nc1c(O)[nH]c2ccccc12	13	-1%	2%	0%	1%	-6%	0%	-2%	-2%
O=C(CCNC(=O)c1ccco1)Nc1nc(-c2ccccc2)cs1	-3	6%	-23%	125%[activator]	-2%	0%	12%	-27%	-14%
COc1ccc(S(=O)(=O)Nc2ccc3cn[nH]c3c2)cc1[N+](=O)[O-]	20	-2%	-11%	x	-2%	-9%	-5%	-14%	-1%
COc1ccc(Nc2nc3ccccc3c(=O)[nH]2)cc1	3	10%	5%	9%	11%	1%	-3%	-2%	6%
O=[N+]([O-])c1cc([N+](=O)[O-])c(Oc2cccc3c2CCCC3)cc1NN1CCCCC1	0	0%	3%	8%	u	16%	-3%	-9%	-8%
C[C@@H]1CCCCO[C@H](CN(C)S(=O)(=O)c2cccs2)[C@H](C)CN([C@@H](C)CO)C(=O)c2cc(NC(=O)NC3CCCCC3)ccc2O1	-16	-1%	-7%	u	x	2%	x	-5%	-9%
CC1CCCCN1C(=O)CN1C(=O)c2ccccc2S1(=O)=O (centres undefined)	5	4%	12%	66%[activator]	6%	26%	6%	2%	16%
COc1ccc(CCNC(=O)c2cc3ccccn3n2)c(OC)c1OC	15	5%	4%	6%	-8%	-2%	-8%	9%	11%
COc1ccc(C(C(=O)NC(C)(C)C)N(C(=O)CCC(=O)Nc2cc(C)on2)c2ccc(C)c(C)c2)cc1 (centres undefined)	u	-14%	-8%	-6%	15%	u	-4%	0%	u
O=C(NCCCn1ccnc1)/C(=C\c1ccc(Br)cc1)NC(=O)c1ccccc1	u	0%	-13%	-11%	1%	22%	8%	7%	-12%
Cc1cc(C)c2nc3nc(C)cc(C)c3c(N)c2c1	-14	u	u	25µM*	20%	18µM*	-186%[inhibitor]	32%	-18%
Cc1ccc(OCCCC(=O)NC(C)c2ccccc2)cc1 (centres undefined)	16	-2%	0%	6%	1%	-19%	-1%	-1%[57.1 µM]	-1%
O=C(Oc1csc(=S)n1C(=O)c1ccccc1)c1ccccc1	0	-6%	2%	-6%	1%	2%	-4%	-52%	2%
CC(C)CC1c2[nH]c3ccccc3c2CCN1C(=O)CCC(=O)N(C)C (centres undefined)	9	-6%	2%	17%	u	-15%	-5%	3%	-16%

An excerpt of these results, bar-delimited:
SMILES | IL-1B inflam inh | KB-3-1 cytotox | HT1080 IDH1KD tx | ATXN2 expr inh | MCF10A rerep | KB-V1 MDR tox | SW480 rerep | WRN helicase inh | HT1080-NT tox
O=C(NCCCn1ccnc1)/C(=C\c1ccc(Br)cc1)NC(=O)c1ccccc1 | u | 0% | -13% | -11% | 1% | 22% | 8% | 7% | -12%
C[C@@H]1CCCCO[C@H](CN(C)S(=O)(=O)c2cccs2)[C@H](C)CN([C@@H](C)CO)C(=O)c2cc(NC(=O)NC3CCCCC3)ccc2O1 | -16 | -1% | -7% | u | x | 2% | x | -5% | -9%

The list continues:
SMILES	IL-1B inflam inh	KB-3-1 cytotox	HT1080 IDH1KD tx	ATXN2 expr inh	MCF10A rerep	KB-V1 MDR tox	SW480 rerep	WRN helicase inh	HT1080-NT tox
CC1(C(=O)N/N=C/c2ccc([N+](=O)[O-])o2)CC1(Br)Br (centres undefined)	-90*	u	u	u	u	18µM*	4.6µM*	-8%	u
O=C1CCCC/C1=C\Nc1ccc(Cl)cn1	1	0%	-2%	0%	-4%	0%	-8%	4%	8%
COc1ccc(CNC(=O)c2c[nH]c3ccccc3c2=O)cc1	-17	-3%	16%	-1%	2%	-1%	-53%[inhibitor]	-29%	-3%
Cc1cc(C)c(C(O)c2ncc(-c3cccc4ccccc34)[nH]2)c(C)c1 (centres undefined)	0	u	u	u	x	u	x	-2%	u
CN(Cc1cccc(Cl)c1Cl)CC(O)COc1ccccc1 (centres undefined)	-13	-6%	0%	x	0%	8%	-3%	-4%	0%
Cc1ccc(-c2nnc(Nc3ccc(C(=O)N(C)C)cc3)c3ccccc23)cc1S(N)(=O)=O	53	15%	8%	x	-3%	17%	0%	-8%	5%
Cc1ccc(S(=O)(=O)Nc2nc(CN3CCOCC3)nc3sc(C)c(C)c23)cc1	0	6%	1%	-8%	u	-9%	u	0%	2%
Cc1cc(SCC(=O)c2cccs2)nc2c(C)cccc12	37	-22%	-9%	9%	u	u	-2%	-7%	4%
CC1CCCCC12NC(=O)N(CC(=O)Nc1ccccc1-c1ccccc1)C2=O (centres undefined)	-10	5%	-7%	1%	3%	-4%	-56%[inhibitor]	-3%	2%
CCSC1=C(C#N)C(c2ccc(F)cc2)CC(=O)N1 (centres undefined)	-1	10%	0%	-7%	4%	44%	u	-1%	3%
C=CCn1c(CCC(O)COCCC)n[nH]c1=S (centres undefined)	-3	-6%	-3%	-9%	-1%	-8%	-2%	0%	2%
Cc1cc(OCC(=O)OC(C)C(=O)NC2CC2)c(C(C)C)cc1Cl (centres undefined)	9	-5%	1%	x	x	u	x	12%	1%
COc1ccccc1NC(=O)COC(=O)c1ccc2c(c1)nc(C)n2-c1ccccc1	43	-7%	u	4%	23%	8%	-8%	-4%	19%
CCC1C(=O)n2nc(-c3ccccc3)cc2N=C1C (centres undefined)	25	-2%	-5%	26%	28%	-29%	-16%	-13%	-11%
COc1cc(/C=C(\C#N)C(=O)Nc2ccccc2C(=O)O)cc(Cl)c1OC	0	0%	-29%	u	10%	2%	-2%	-30%	-19%
c1ccc2c(c1)oc1c(NCc3ccc4c(c3)OCO4)ncnc12	60	-15%	-22%	-15%	u	-16%	-8%	-20%	-24%
CSCc1nnc(NC(=O)c2ccc(S(=O)(=O)N(C)C)cc2)o1	-17	-4%	-6%	3%	18%	-7%	6%	0%	-12%
O=C(O)c1cc2c(cc1Br)OCCCO2	2	0%	9%	-1%	8%	1%	-9%	-3%	8%
COCCNc1nc(Nc2ccccc2Cl)c2sc(-c3ccccc3)cc2n1	-13	0%	-2%	-11%	x	2%	x	-9%	23%
CCC(C)(C(=O)Nc1c(C)cccc1C)N(C)C(=O)c1ccc2ccccc2n1 (centres undefined)	50	-1%	16%	3%	-1%	1%	-7%	0%	14%
CC(C)c1nn2c(=O)cc(CSc3ccccc3NC(=O)c3ccccc3F)nc2s1	10	-2%	1%	2%	7%	0%	-1%	-5%	-2%
CCc1nc2c(OCc3ccccc3C)cccn2c1N(C)C(=O)c1ccc(C)cc1	-6	0%	-7%	-37%	x	-6%	x	-7%	-21%

Gathered by group, those above with two or more sulfur atoms
SMILES	IL-1B inflam inh	KB-3-1 cytotox	HT1080 IDH1KD tx	ATXN2 expr inh	MCF10A rerep	KB-V1 MDR tox	SW480 rerep	WRN helicase inh	HT1080-NT tox
O=C(Cc1ccc(S(=O)(=O)N2CCOCC2)s1)N(Cc1ccccc1)c1ccccc1	-7	u	5%	-6%	u	-25%	0%	-36%	4%
C[C@@H]1CCCCO[C@H](CN(C)S(=O)(=O)c2cccs2)[C@H](C)CN([C@@H](C)CO)C(=O)c2cc(NC(=O)NC3CCCCC3)ccc2O1	-16	-1%	-7%	u	x	2%	x	-5%	-9%
O=C(Oc1csc(=S)n1C(=O)c1ccccc1)c1ccccc1	0	-6%	2%	-6%	1%	2%	-4%	-52%	2%
Cc1ccc(S(=O)(=O)Nc2nc(CN3CCOCC3)nc3sc(C)c(C)c23)cc1	0	6%	1%	-8%	u	-9%	u	0%	2%
Cc1cc(SCC(=O)c2cccs2)nc2c(C)cccc12	37	-22%	-9%	9%	u	u	-2%	-7%	4%
CSCc1nnc(NC(=O)c2ccc(S(=O)(=O)N(C)C)cc2)o1	-17	-4%	-6%	3%	18%	-7%	6%	0%	-12%
CC(C)c1nn2c(=O)cc(CSc3ccccc3NC(=O)c3ccccc3F)nc2s1	10	-2%	1%	2%	7%	0%	-1%	-5%	-2%
